DNMT1 block: human DNMT1 methyltransferase inhibitors, primary screen, biochemical, molecular beacon, fluorescence, HinP1I cleavage, uHTS; 360,000 compounds, 0.83% hits; inhibition (reported as % activation of signal), % at 10 µM; AID 588458, 2011; DNA (cytosine-5)-methyltransferase 1 (Homo sapiens), P26358; in the data active = inhibition above about 50%
Rpn11 block: Rpn11 (PSMD14) deubiquitinase inhibitors, primary screen, biochemical, fluorescence polarization, uHTS; 26S proteasome non-ATPase regulatory subunit 14 (Homo sapiens), O00487; human 26S proteasome, Ub4-pepOG fluorescence polarization; 20S core pre-blocked with epoxomicin; calls only at 20 µM; 360,000 compounds, 0.59% hits; AID 588493, 2011;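 active = inhibition at 20 µM, scaled to each plate's controls, above about 33%, limit read from the data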
LMPTP block: LMPTP phosphatase inhibitors, primary screen, biochemical, fluorescence intensity, uHTS | 360,000 compounds, 0.22% hits | AID 651560, 2012 | inhibition, % at 20 µM | recombinant LMPTP-A, OMFP fluorogenic substrate;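 active = compounds that cut the enzyme signal by at least half of the control window in the single-dose screen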;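 also: plate controls were DMSO wells with enzyme plus substrate for no effect and substrate without enzyme for full effect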
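Assay system: LMPTP-A enzyme. Input: 0.625 nM LMPTP-A final. Probe or stimulus: 400 µM OMFP. Compound dosing: single 20 µM dose. Schedule: 50 min dark incubation at room temperature. Detection: fluorescence intensity of OMFP turnover product. Read-out: percent inhibition versus substrate-only and uninhibited controls. Benchmarks: no-enzyme low control, uninhibited high control.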
SUMO1 PPI mod: modulators of SUMO1 protein-protein interactions, primary screen, biochemical, uHTS; Small ubiquitin-related modifier 1 (Homo sapiens), P63165; SUMO1 binding to a labelled peptide, TR-FRET, 1 h; inhibition, % at 20 µM; 360,000 compounds, 0.33% hits; in the data active = inhibition above about 37%
Target sequence (P63165 whole entry, looked up): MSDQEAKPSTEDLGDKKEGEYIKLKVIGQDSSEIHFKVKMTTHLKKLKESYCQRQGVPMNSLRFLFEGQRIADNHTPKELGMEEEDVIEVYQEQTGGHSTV
MT1-MMP act inh: blockers of MT1-MMP proenzyme processing, primary screen, HT1080 RFP-PRO-GFP cells, GFP/RFP fluorescence; GFP/RFP ratio fluorescence, overnight; percent of plate control window, DMSO zero; AID 651647, 2012; 360,000 compounds, 0.061% hits; GFP/RFP ratio change, % at 20 µM;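 active = GFP/RFP ratio change of at least 30% with cell ATP level not reduced by more than half and red fluorescence within 50% of control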; also: strong numbers were not always called active
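system = RFP-PRO-GFP reporter HT1080 cells | dosing = 20 µM single dose, 1% DMSO | timing = overnight cell settling, then overnight compound exposure, 37 °C, 5% CO2 | read-out basis = GFP/RFP fluorescence ratio | controls = DMSO and RFP-L50D-GFP cell wells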
NRP1-CendR mod: modulators of CendR peptide binding to NRP-1, primary screen, biochemical, fluorescence polarization, uHTS. Neuropilin-1 (Homo sapiens), O14786. FAM-RPARPAR peptide binding to NRP-1. inhibition, % at 25 µM. 360,000 compounds, 0.85% hits. AID 602438, 2012;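 active = inhibition or corrected inhibition above about 18%, plus a signal ratio from 0.5 to 1.5, limit read from the data, passing the limit was not always enough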; also: strong numbers were not always called active
Target sequence (O14786 whole entry, looked up): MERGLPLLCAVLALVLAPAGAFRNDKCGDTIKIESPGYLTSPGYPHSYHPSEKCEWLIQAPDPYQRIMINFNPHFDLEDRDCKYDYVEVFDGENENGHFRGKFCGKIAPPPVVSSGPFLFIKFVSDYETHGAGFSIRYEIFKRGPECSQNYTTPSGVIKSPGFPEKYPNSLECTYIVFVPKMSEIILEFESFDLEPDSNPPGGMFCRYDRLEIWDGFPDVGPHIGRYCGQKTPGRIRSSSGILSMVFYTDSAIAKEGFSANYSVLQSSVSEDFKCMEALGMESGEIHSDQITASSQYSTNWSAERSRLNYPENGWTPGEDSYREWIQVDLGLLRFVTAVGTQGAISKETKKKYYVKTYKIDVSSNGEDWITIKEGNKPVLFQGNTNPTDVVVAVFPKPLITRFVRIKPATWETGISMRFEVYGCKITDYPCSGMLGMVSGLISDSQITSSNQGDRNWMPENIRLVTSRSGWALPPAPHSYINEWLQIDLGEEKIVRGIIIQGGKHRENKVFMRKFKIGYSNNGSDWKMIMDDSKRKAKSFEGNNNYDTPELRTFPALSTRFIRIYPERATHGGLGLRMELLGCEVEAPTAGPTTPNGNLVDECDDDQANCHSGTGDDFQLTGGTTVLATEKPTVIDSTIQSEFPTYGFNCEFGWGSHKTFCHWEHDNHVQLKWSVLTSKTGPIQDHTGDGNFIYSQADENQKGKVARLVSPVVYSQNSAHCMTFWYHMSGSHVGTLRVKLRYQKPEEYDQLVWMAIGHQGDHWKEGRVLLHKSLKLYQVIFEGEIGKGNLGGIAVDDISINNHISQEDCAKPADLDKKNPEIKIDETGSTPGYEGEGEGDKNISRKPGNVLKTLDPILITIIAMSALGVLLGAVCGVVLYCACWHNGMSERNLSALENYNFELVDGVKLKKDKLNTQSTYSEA
NadD inh: inhibitors of S. aureus NadD, primary screen, biochemical, colorimetric, uHTS; AID 602399, 2012; 360,000 compounds, 0.78% hits; inhibition, % at 20 µM; Nicotinate-nucleotide adenylyltransferase NadD (Staphylococcus aureus N315); purified NadD enzyme, colorimetric absorbance read-out; in the data active = inhibition above about 26%; also: some compounds past the cut are filed as inactive
SKN-1 block: suppressors of acrylamide-induced Pgst-4::GFP reporter in worms, primary screen, SKN-1 inhibitor project, whole organism, uHTS, GFP/RFP fluorescence ratio, strain VP596 | 360,000 compounds, 0.49% hits | C. elegans VP596 Pgst-4::GFP/RFP ratio, 24 h | inhibition, % at 21.8 µM;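 active = interference check ratio from 0.5 to 1.5 plus GFP to RFP signal ratio inhibition reaching or exceeding a fixed threshold, cut at about 30% in these data, passing the limit was not always enough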; also: some compounds called inactive have numbers as strong as hits
Scp-1 inhibitor: Scp-1 phosphatase inhibitors, primary screen, biochemical, colorimetric, uHTS; Carboxy-terminal domain RNA polymerase II polypeptide A small phosphatase 1 (Homo …; Recombinant Scp1, phosphopeptide, malachite green phosphate absorbance; inhibition, % at 20 µM; 340,000 compounds, 0.88% hits; AID 493091, 2011;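 active = inhibition above about 50% at 20 µM, limit read from the data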;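 also: plate controls were DMSO wells with enzyme for no effect and wells lacking enzyme for full effect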
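Times: enzyme reaction 45 min at room temperature, colour 5 min, stabilisation 30 min. Material: SCP-1 catalytic fragment, aa 76-261. Medium: Acidic Tris acetate buffer with magnesium and detergent. Signal: colorimetric free-phosphate detection, absorbance 630 nm. Read-out basis: % inhibition of SCP-1 phosphate liberation. Reagent: Phosphorylated 17-residue peptide substrate.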
STEP inh: STEP phosphatase inhibitors, primary screen, biochemical, fluorescence intensity, uHTS; Tyrosine-protein phosphatase non-receptor type 5 (Homo sapiens), P54829; recombinant STEP, OMFP fluorogenic substrate; inhibition, % at 20 µM; 360,000 compounds, 0.25% hits; AID 588621, 2011;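 active = inhibition at 20 µM, scaled per plate between control wells, above about 37%, limit read from the data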;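 also: 0% = DMSO with enzyme and substrate and 100% = substrate only without enzyme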
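material = STEP tyrosine phosphatase | reagent = fluorogenic phosphatase substrate OMFP at 25 µM final | doses = single compound dose of 20 µM, 1% DMSO final | schedule = 20 min reaction, room temperature, in the dark | measured by = fluorescence, 480/540 nm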
* = called active by the depositor; i = inactive; · = not tested or not shown.

entry	DNMT1 block	Rpn11 block	LMPTP block	SUMO1 PPI mod	MT1-MMP act inh	NRP1-CendR mod	NadD inh	SKN-1 block	Scp-1 inhibitor	STEP inh	compound
1	1	i	0.6	0	-4	-7	-2	2	4	0	Cc1cccc(C)c1NC(=O)CSc1nc(C2CC2)nc2ccccc12
2	5	i	-2.6	1	1	8	-1	5	-2	0	CCCN(CCC)C(=O)c1ccccc1C(=O)N(CCC)CCC
3	0	i	0.2	0	0	4	1	1	-5	1	O=C1OCc2ccc(NC(=O)c3c(F)cccc3Cl)cc21
4	1	i	-1.2	4	4	-5	2	3	-8	2	O=C(NCc1ccco1)c1cc(C(=O)C2CC2)c[nH]1
5	-6	i	1.9	0	4	-21	9	5	-7	-2	C[C@@]12C(=O)N(Cc3ccc(F)cc3)CC(=O)N1[C@H]1c3cc(Cl)ccc3OC[C@@H]1[C@@H]2c1ccccc1
6	2	i	-1.1	3	0	-2	2	-16	-8	1	O=C(Cc1ccsc1)NCc1ccccc1F
7	-3	i	1.7	1	-6	-11	9	6	3	1	CC(=O)N1CCc2cc(S(=O)(=O)C(C)CC(=O)NCc3ccc(C)o3)ccc21 (stereo not drawn)
8	11	i	3.4	19	1	-28	14	-9	-20	1	COc1cc(C)c(/C=C/C(C)=C/C=C/C(C)=C/C(=O)O)c(C)c1C
9	5	i	-0.5	-1	14	-3	-2	1	-5	-3	COc1ccc(NC(=O)Cn2cc(C(C)=O)c3ccccc32)cc1
10	-1	i	-0.1	0	-4	1	1	-6	-2	0	CC(NC(=O)[C@@H](C)NC(=O)[C@@H]1Cc2ccccc2CN1C(=O)OC(C)(C)C)c1ccccc1 (stereo partly drawn)
11	-1	i	-1.1	-4	1	-3	9	3	-1	-2	CC(C)c1nnc(SCC(=O)NC2CCCC2)n1C
12	-3	i	-2.4	5	4	4	4	22	-1	-4	CC(=O)N(CCP(=O)(c1ccccc1)c1ccccc1)Cc1ccco1
13	2	i	-2.5	5	-1	-8	0	2	3	2	CSC1=NC(C)N2C(SC)=NC(C)N12 (stereo not drawn)
14	0	i	-2.0	0	3	16	3	21	-13	2	CC(=O)Nc1cc(C(=O)N2CCOCC2)ccc1S(=O)(=O)c1ccc(C)cc1
15	0	i	-0.2	3	-1	3	3	9	-6	0	O=C(O)C(NS(=O)(=O)c1ccc(F)cc1)c1ccccc1 (stereo not drawn)
16	-11	i	2.6	6	2	-3	6	-3	·	0	COc1ccc(-c2nc3ccc(Cl)cn3c2Cc2cccc(Cl)c2)cc1OC
17	·	·	-2.1	3	4	1	-9	-5	·	·	CC1(c2nnnn2-c2ccc3c(c2)OCCO3)CCC(=O)N1C1CC1 (stereo not drawn)
18	-4	i	0.6	11	1	6	-6	3	-10	1	COc1ccccc1CC(=O)N1CCN(c2cccc(Cl)c2)CC1
19	1	i	0.7	1	-2	-5	-3	3	1	-2	COc1ccc(C(=O)NCCNC(=O)c2cc(OCC(F)(F)F)ccc2OCC(F)(F)F)cc1
20	·	·	-0.9	10	9	-19	-1	-3	·	·	CCCCN1C(=O)C(=O)NC[C@H]1Cc1cccc2ccccc12
21	2	i	-0.7	1	2	7	-3	-24	-3	-7	Oc1ccccc1Oc1ncc(Br)c(N2CCOCC2)n1
22	7	i	-0.5	-1	-2	6	-3	-13	1	-1	CCc1nc(NCC2CCCN2CC)c2nnn(Cc3ccccc3F)c2n1 (stereo not drawn)
23	12	i	2.0	-3	0	-9	-4	3	0	0	CNC(=S)N(Cc1ccc(OC)cc1)C1CC(=O)N(c2ccc(Cl)cc2)C1=O (stereo not drawn)
24	2	i	-0.8	-14	1	-5	0	6	-18	-4	COc1ccc2c(c1OC)C(=O)N1N=C(c3ccccc3)CC21 (stereo not drawn)
25	-1	i	-0.1	13	-1	-16	-2	1	-4	-4	CCS(=O)(=O)N1CCC(C(=O)Nc2cc(C)ccc2O)CC1
26	-1	i	-0.1	1	2	-12	-11	-7	-3	9	N#Cc1ccc(C(=O)Nc2cccc(NC(=O)c3ccco3)c2)c(F)c1
27	-8	i	-0.8	2	-1	-3	-6	5	-7	-14	O=C(O)COc1ccccc1C1C2C(=O)N(c3ccc(F)cc3)C(=O)C2ON1c1ccccc1 (stereo not drawn)
28	0	i	-2.0	-27	-3	4	-4	19	-1	-1	CC(=O)c1sc(-c2cccc(Cl)c2)nc1C
29	0	i	0.3	-4	4	17	-4	-8	-13	2	COc1cc(S(=O)(=O)NC2CCCCC2)c(C)cc1C
30	-6	i	4.2	0	7	2	12	-4	5	0	Cc1ccc(CNC(=O)c2ccc(Cn3cc(-c4ccc(C)cc4)nc3-c3ccncc3)cc2)cc1
31	2	i	-0.3	3	2	-3	-2	2	-9	-2	Cc1cccc(OCC(=O)NN2C(=O)C3C4C=CC(O4)C3C2=O)c1 (stereo not drawn)
32	0	i	0.0	3	9	12	-2	-11	-7	2	CCc1nnc(NC(=O)CSc2nnc(-c3ccccc3OC)n2-c2ccccc2)s1
33	2	i	1.4	-4	12	-9	-2	3	-5	6	CC(C)OC(=O)CC(=O)CSc1nc2c(cc1C#N)CCCC2
34	-9	i	-0.7	-7	-3	-3	5	27	-9	1	O=C(CSCCO)Nc1cccc2ccccc12
35	-1	i	-0.4	-7	-38	11	-10	20	-4	0	NCCCNc1nc(N)c([N+](=O)[O-])c(NC2CCCCC2)n1
36	1	i	-3.0	-1	1	-3	-8	4	-7	1	CCN(CC)S(=O)(=O)c1cccc(C(=O)NCc2ccccc2)c1
37	-4	i	-0.7	-1	-2	4	9	3	8	-1	COc1ccc(-c2sc(Nc3ccccc3)n[n+]2-c2ccc(F)cc2)cc1Br
38	2	i	-1.4	-9	1	1	-8	-6	6	1	COC(=O)c1oc2ccc(Br)cc2c1NC(=O)CN1CCN(C)CC1
39	1	i	-2.4	5	-3	7	8	8	-13	0	O=C1c2ccccc2C(=O)N1CCSc1nncs1
40	-2	i	-3.7	-15	-2	-9	-8	7	-10	0	COc1ccc(OCCCC(=O)OC(C)C(=O)Nc2ccccc2[N+](=O)[O-])cc1 (stereo not drawn)
41	3	i	-0.6	-6	3	4	-7	-7	-5	3	O=C(CN1CCC(NC(=O)C2CCCCC2)CC1)Nc1ccccc1
42	-6	i	13	-74	28	-64	-1	46*	-4	12	CCN(CC)c1ccc(N=Nc2ncn[nH]2)cc1
43	-2	i	-0.2	4	1	-8	2	-5	-7	-5	COc1ccc(CCC(=O)NCCc2cn3c(C)csc3n2)cc1
44	1	i	-0.7	-29	-1	-2	-5	15	-6	0	CC(NC(=O)/C(C#N)=C/c1ccc(N2CCOCC2)cc1)c1ccccc1 (stereo not drawn)
45	5	i	0.3	2	11	4	6	6	0	-2	COc1ccc(S(=O)(=O)N2CCCCC2)cc1NC(=O)Cc1sc(C)nc1-c1ccc(F)cc1
46	1	i	-0.5	-1	5	-1	-8	-35	12	-6	Cc1nc2c(-c3ccccc3)c(C)nn2c(C)c1CC(=O)O
47	5	i	2.6	-14	-8	-8	6	-1	-5	1	CCOC(=O)C1CCC(CN(Cc2ccccc2)S(=O)(=O)c2ccc([N+](=O)[O-])cc2)CC1 (stereo not drawn)
48	-3	i	-1.0	24	1	-11	2	11	2	3	CC1CCN(C(=S)NC2CC3CCC2C3)CC1 (stereo not drawn)

Next part, starting with the last 3 of the part before.
entry	DNMT1 block	Rpn11 block	LMPTP block	SUMO1 PPI mod	MT1-MMP act inh	NRP1-CendR mod	NadD inh	SKN-1 block	Scp-1 inhibitor	STEP inh	compound
46	1	i	-0.5	-1	5	-1	-8	-35	12	-6	Cc1nc2c(-c3ccccc3)c(C)nn2c(C)c1CC(=O)O
47	5	i	2.6	-14	-8	-8	6	-1	-5	1	CCOC(=O)C1CCC(CN(Cc2ccccc2)S(=O)(=O)c2ccc([N+](=O)[O-])cc2)CC1 (stereo not drawn)
48	-3	i	-1.0	24	1	-11	2	11	2	3	CC1CCN(C(=S)NC2CC3CCC2C3)CC1 (stereo not drawn)
49	-5	i	49	-32	14	17	19	-1	-5	4	O=[N+]([O-])c1cc(Cl)c2cccnc2c1O
50	-3	i	-1.2	0	3	30*	-3	34	-11	2	CCOc1cc(C(=S)N2CCOCC2)ccc1OS(=O)(=O)c1ccc(OC)cc1
51	-1	i	0.5	6	-3	-1	-3	6	-2	4	COc1ncnc(-c2ccccc2)c1-c1ccccc1
52	-2	i	-0.9	4	5	-1	-1	14	-7	-3	CC(=O)c1ccc(OCCCN2CCCCC2)cc1

Screens: PubChem BioAssay, Sanford-Burnham Center for Chemical Genomics
